Screening data: PubChem BioAssay, several laboratories
PG9 binder: binders of HIV-1 gp120 antibody PG9, primary screen, biochemical, TR-FRET; inhibition, % at 6.7 µM; TR-FRET gp120-PG9 antibody binding; HIV-1 gp120 / PG9 antibody interaction; 0.43% of 360,000 active; AID 624416, 2012; in the data active = inhibition above about 8.5%
ABHD4 inh: ABHD4 inhibitors, primary screen, biochemical, fluorescence polarization, mouse. (Lyso)-N-acylphosphatidylethanolamine lipase (Mus musculus), Q8VD66. purified mABHD4, FP-Rh probe fluorescence polarization. inhibition, % at 8.92 µM. 0.54% of 370,000 active;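 active = inhibition exceeding the mean over every tested compound plus 3 SD, cut at about 30% in these data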;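 also: 0% = plate median of compound wells and 100% = S159A mutant with DMSO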
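assay system = mABHD4 protein | compound dosing = single nominal dose of 8.92 µM, 0.89% DMSO final | read-out basis = percent inhibition of probe binding, normalized to plate controls | schedule = Enzyme–compound pre-incubation 45 min, then probe 60 min, both 25 °C | detection = fluorescence polarization, excitation 525 nm, emission 598 nm, BODIPY TMR filters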
MBD2 DNA inh: inhibitors of MBD2 binding to methylated DNA, primary screen, biochemical, TR-FRET, DNA-binding domain, human. Methyl-CpG-binding domain protein 2 (Homo sapiens), Q9UBB5. MBD2 binding to methylated oligonucleotide. AID 686964, 2013. inhibition, % at 4.4 µM. 0.31% of 370,000 active; in the data active = inhibition above about 13%
UHRF1 binding: UHRF1 methylated DNA binding inhibitors, primary screen, counter-screen for MBD2 inhibitor project, biochemical, TR-FRET, human UHRF1, single concentration | E3 ubiquitin-protein ligase UHRF1 (Homo sapiens), Q96T88 | UHRF1 binding to methylated oligo | inhibition, % at 4.4 µM | 0.75% of 370,000 active; in the data active = inhibition above about 21%;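 also: UHRF1 SRA domain binding a hemimethylated CpG hairpin DNA probe; 0% = median of test compound wells and 100% = reference inhibitor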
HTRA1 inhibitor: HTRA1 serine protease inhibitors, primary screen, biochemical, fluorescence polarization, HTS; recombinant HTRA1, FP-rhodamine activity-based probe; inhibition, % at 5.96 µM; 0.5% of 340,000 active; Q92743; AID 504803, 2011; in the data active = inhibition above about 36%;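 also: 0% = enzyme with DMSO and 100% = wells lacking enzyme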
Target sequence (Q92743 whole entry, looked up): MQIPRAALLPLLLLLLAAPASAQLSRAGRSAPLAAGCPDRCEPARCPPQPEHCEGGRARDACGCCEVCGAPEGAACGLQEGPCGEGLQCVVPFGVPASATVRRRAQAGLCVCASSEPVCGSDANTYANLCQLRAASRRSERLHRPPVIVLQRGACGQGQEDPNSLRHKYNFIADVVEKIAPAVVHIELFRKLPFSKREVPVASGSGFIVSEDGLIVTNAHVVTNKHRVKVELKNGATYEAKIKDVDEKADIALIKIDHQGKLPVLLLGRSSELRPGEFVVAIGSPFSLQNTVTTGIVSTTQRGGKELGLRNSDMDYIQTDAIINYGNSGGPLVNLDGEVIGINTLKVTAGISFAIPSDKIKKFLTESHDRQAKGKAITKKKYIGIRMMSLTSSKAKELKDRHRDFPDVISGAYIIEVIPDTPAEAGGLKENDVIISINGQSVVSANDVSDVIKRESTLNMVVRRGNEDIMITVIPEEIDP
TCR CD3 inh: inhibitors of human TCR-CD3 interaction, primary screen, biochemical, fluorescence, TAMRA-labeled TCR probe; 0.37% of 360,000 active; AID 651800, 2012; inhibition, % at 9.4 µM; T-cell receptor (TCR); in the data active = inhibition above about 19%;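 also: recombinant mutant TCR 2C K166C tagged with TAMRA read by polarization; 0% = receptor in buffer alone and 100% = receptor with positive control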
LEDGF integ inh: blockers of LEDGF/p75-dependent integrase strand transfer – biochemical, TR-FRET, high throughput, primary screen; HIV-1 integrase (with human LEDGF/p75); TR-FRET IN-LEDGF/p75 DNA integration, Eu/Cy5; inhibition, % at 3.7 µM; 0.64% of 370,000 active; AID 743269, 2014;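 active = inhibition above the screen-wide mean plus 3 SD, cut at about 13% in these data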;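 also: signal is the Cy5 over europium emission ratio at 671 and 618 nm; 0% = plate median of compound wells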
PRMT1 inh: PRMT1 methyltransferase inhibitors, primary screen, biochemical, fluorescence polarization. Protein arginine N-methyltransferase 1 (Homo sapiens), Q99873. recombinant PRMT1, activity-based probe fluorescence polarization. AID 652257, 2013. 1.3% of 370,000 active. inhibition, % at 2.79 µM;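 active = inhibition above about 21% made by adding two undisclosed values, limit read from the data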
Target sequence (Q99873 whole entry, looked up): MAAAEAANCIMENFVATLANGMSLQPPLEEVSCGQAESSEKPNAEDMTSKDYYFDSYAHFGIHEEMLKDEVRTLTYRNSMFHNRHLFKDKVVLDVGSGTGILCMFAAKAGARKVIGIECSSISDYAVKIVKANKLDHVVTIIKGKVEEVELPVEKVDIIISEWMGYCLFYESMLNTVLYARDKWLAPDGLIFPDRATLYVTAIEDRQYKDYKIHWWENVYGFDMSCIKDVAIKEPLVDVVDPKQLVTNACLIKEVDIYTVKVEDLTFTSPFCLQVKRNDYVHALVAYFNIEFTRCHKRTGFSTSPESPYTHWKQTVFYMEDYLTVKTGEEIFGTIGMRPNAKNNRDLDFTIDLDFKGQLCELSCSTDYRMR
Rev-erbA mod: modulators of Rev-erb alpha DNA binding, primary screen, biochemical, FITC-DNA, fluorescence polarization, uHTS; Nuclear receptor subfamily 1 group D member 1 (Homo sapiens), P20393; Rev-erbα–FITC-DNA binding, 90 min; activity, % at 10 µM; 0.79% of 370,000 active; AID 1259318, 2017;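 active = activity above about 14%, limit read from the data; passing the limit was not always enough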;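 also: 0% = DMSO wells with 35 nM protein and 100% = DMSO wells with 750 nM protein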
rCAG binder: binders of r(CAG) RNA repeats, primary screen, biochemical, fluorescence. r(CAG) RNA repeat, TO-PRO-1 dye displacement fluorescence. inhibition, % at 3 µM. 1.3% of 370,000 active;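 active = inhibition above the plate cutoff, the mean of all test compounds on that plate plus 3 SD, cut at about 35% in these data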;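 also: 0% = DMSO alone and 100% = 100 µM mitoxantrone as full dye displacement; higher means more dye released from RNA so lower well fluorescence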
Active calls of the source: *; . = no result given.

The line under a structure holds: Rev-erbA mod	HTRA1 inhibitor	PRMT1 inh	rCAG binder	PG9 binder	UHRF1 binding	ABHD4 inh	TCR CD3 inh	MBD2 DNA inh	LEDGF integ inh
1. Cc1ccccc1C(=O)NC1CCCN(Cc2ccccc2F)C1 (stereo unspecified)
    2	-15	-2	-4	-0.3	-2	-1	5	-8	0
2. Cc1cc(C)nc(NS(=O)(=O)c2ccc(NC(=O)CCN3C(=O)c4ccccc4C3=O)cc2)n1
    1	-8	-2	9	0.2	1	3	3	1	0
3. COc1cccc(CNc2ccc3c(c2)ncn3C)c1OC
    -5	6	5	-5	-6.1	3	5	-3	-1	-4
4. COc1cc(/C=C/C(=O)OCC(=O)Nc2cccc(F)c2)ccc1O
    9	0	-2	12	-1.8	1	-9	6	-3	0
5. O=C(Cn1c(-c2cncs2)nc2ccccc21)NC1CCCCC1
    -6	.	2	1	.	0	4	.	0	0
6. CCOC(=O)c1ccc(NC(=S)NNC(=O)C2(C)CC2(Cl)Cl)cc1 (stereo unspecified)
    3	-4	-3	14	-0.3	-6	9	0	2	2
7. Cc1ccc(C(=O)N[C@H](C(=O)N2CCN(c3ncccn3)CC2)C(C)C)cc1
    -6	5	1	0	-1.0	0	6	-3	-1	1
8. COC(=O)c1ccc(OCC(=O)N2CCCc3ccccc32)cc1
    8	-8	4	-3	1.9	2	-1	-5	-1	-7
9. CCCC(c1nnnn1Cc1ccc(OC)cc1)N1CCN(c2ccccc2)CC1 (stereo unspecified)
    -3	15	0	1	-0.3	3	6	-1	4	3
10. O=C(CCNS(=O)(=O)c1ccccc1)NNC(=O)c1cccc(Cl)c1
    1	6	-3	1	-1.9	0	-5	-4	-5	8
11. CCC(C)c1ccccc1NC(=O)c1cc(C)no1 (stereo unspecified)
    0	-2	1	1	-1.4	0	2	-2	0	-2
12. COc1ccc(CN2CCC(CNC(=O)Nc3ccccc3)CC2)cc1
    11	.	-6	0	.	-1	-16	.	3	1
13. Cc1sc2ncnc(N3CCC(C(=O)Nc4ccc(OC(F)F)c(Cl)c4)CC3)c2c1C
    -9	-64	3	7	2.2	3	-67	-5	-2	1
14. COc1ccc(C(=O)N2CCSC2=S)cc1OC
    -1	1	2	3	2.0	-2	-4	-1	-2	-3
15. CCC(C)NC(=O)c1ccccc1NC(=O)C1COc2ccccc2O1 (stereo unspecified)
    4	-9	1	-3	0.0	-1	-1	9	0	-2
16. CCc1ccc(OC2(C)CCN(Cc3ccccc3OC(F)F)C2)cc1 (stereo unspecified)
    0	.	-2	-3	0.5	1	-2	0	1	0
17. Cc1cc(C)cc(NS(=O)(=O)c2cc3[nH]c(=O)c(=O)[nH]c3cc2C)c1
    -2	-5	2	4	-0.4	0	-4	-11	-1	-5
18. CCCCNC(=O)CCn1nc(-c2ccc(Cl)cc2)c2ccccc2c1=O
    -2	-8	-2	-6	-0.9	-5	-2	-3	3	-3
19. COC(=O)c1cn(C(=O)c2ccc(C)cc2C)c2ccccc12
    5	4	1	-4	-1.9	1	0	3	-5	-3
20. CNS(=O)(=O)c1cccc(C(=O)NCC(c2cccs2)N(C)C)c1 (stereo unspecified)
    1	-6	0	2	-1.5	0	2	4	2	-2
21. COc1ccc(S[C@]2(C(=O)N(C)C)CC(=O)N(C(=O)CCc3ccccc3)[C@@H]2c2ccc(OC)cc2)cc1
    2	.	12	13	.	6	-5	.	-2	-2
22. Cc1nc(-c2ccccn2)sc1C(=O)Nc1ccc(F)cc1F
    7	-1	-3	-5	-0.6	-1	-1	0	2	-2
23. O=C(Nc1ccccc1)c1ccc(CSc2ncccn2)cc1
    4	-29	-2	0	-0.2	1	0	-5	6	-3
24. Cc1ccc(Nc2n[nH]c(=S)s2)cc1
    -5	-1	14	4	-2.5	0	11	2	5	-2
25. COc1ccc(C2CC(c3cccs3)=NN2C(=O)CSc2nc3ccccc3o2)cc1 (stereo unspecified)
    -1	-41	-4	6	-0.1	-2	-20	2	4	-1
26. N=c1n(Cc2ccccc2)c2ccccc2n1Cc1ccccc1
    -5	-10	-4	12	0.1	0	4	4	2	-1
27. COc1nn(CC(=O)N2N=C(C)CC2(O)C(F)F)cc1[N+](=O)[O-] (stereo unspecified)
    -6	6	1	-2	-1.8	1	-4	2	0	0
28. COc1ccccc1N(CC(=O)NC1CCCC1)C(=O)CNC(=O)c1cccs1
    -2	3	1	-5	-0.3	-2	-3	-3	4	1
29. O=C(Nc1ccc(Br)cc1F)c1nc[nH]c1C(=O)N1CCc2ccccc2C1
    5	-23	-2	3	6.8	-1	3	7	2	-1
30. CCOc1cc(C2C(C(=O)OC(C)C)=C(C)N=C3SCCC(=O)N32)ccc1OC(C)=O (stereo unspecified)
    -4	-1	1	-9	2.3	-1	-21	6	0	-1
31. O=S(=O)(c1ccc(SCc2cccc(Cl)c2)nc1)N1CCCC1
    11	-20	-3	1	-1.1	4	-19	1	4	6
32. CC1(C)CC(N(Cc2ccc(F)cc2)C(=O)c2ccc(F)cc2)CCO1 (stereo unspecified)
    3	5	-3	-6	-0.9	-2	-2	3	-3	3
33. CC(=O)c1cccc(NC(=O)C(C)OC(=O)CNC(=O)c2ccc(C)s2)c1 (stereo unspecified)
    -3	6	-2	2	0.6	-2	-3	9	-2	-2
34. CCCCn1c(N)c(N(CC(C)C)C(=O)C2CCCO2)c(=O)[nH]c1=O (stereo unspecified)
    -4	3	1	1	-0.2	-3	32*	6	4	1
35. COc1ccc(/C=C/C(=O)NCCCc2ccccc2)cc1
    -2	-1	0	1	-0.7	2	4	2	3	0
36. COc1c(C)cccc1C(=O)NC(=S)Nc1ccccc1N1CCCC1
    0	-3	7	0	-1.9	-6	15	2	-3	-3
37. Cc1cccc(CN2C(=O)[C@@H]3Cc4c([nH]c5ccccc45)C(C)(C)N3C2=O)c1
    2	-69	1	-1	0.2	-1	-19	5	0	-2
38. Cc1cc(Br)c2c(c1)C(O)(N1CCCCC1C)C(=O)N2 (stereo unspecified)
    0	-6	-2	-5	-1.5	-1	2	-1	-3	0
39. Cc1ccccc1/C=C/C(=O)c1ccc([N+](=O)[O-])o1
    0	.	12	9	-0.1	-3	7	-11	0	4
40. COc1ccc(CCNS(=O)(=O)c2cccc([N+](=O)[O-])c2)cc1
    10	-6	0	-2	-0.3	-1	-3	2	-6	6
41. CCC(O)CNC(=O)CCc1nnc(C2(c3ccc(Cl)cc3)CCC2)o1 (stereo unspecified)
    2	3	-1	-4	1.3	-1	5	6	6	-4
42. CN(C(=O)c1ccncc1)C1CCS(=O)(=O)C1 (stereo unspecified)
    5	3	-1	4	-2.7	0	-7	-9	-5	6
43. CCN(C(=O)COC(=O)CCS(=O)(=O)c1ccc(C)cc1)C1CCS(=O)(=O)C1 (stereo unspecified)
    -1	5	3	-3	-1.4	1	2	-6	5	-2
44. N=c1sccn1CC(=O)NC(c1ccccc1)c1ccccc1
    -3	6	-1	2	0.0	-2	-3	-4	0	4
45. COc1ccc2nc3c(nc2c1)CCCC3
    2	4	5	1	1.1	-1	-7	-4	8	4
46. O=C(N/N=C/c1ccncc1)c1ccc(COc2cccc3cccnc23)cc1
    1	-6	3	-2	0.0	-3	2	7	4	0
47. Cn1ncc2c(N3CCC(Cc4ccccc4)CC3)ncnc21
    4	2	-2	-4	0.5	0	0	6	0	-1
48. COC(=O)c1ccccc1S(=O)(=O)N1CCC(C(=O)NCc2ccccn2)CC1
    -3	3	-2	3	1.4	1	-1	9	-10	-1
49. COc1ccccc1Cc1c(-c2cccc(Cl)c2)nc2c(C)cc(Br)cn12
    22*	.	4	12	2.2	15	-9	0	3	2
50. COc1ccc(-c2[nH]ncc2CN2CCCOc3c(cccc3OC)C2)c(OC)c1
    3	-2	-4	-3	-0.5	-1	3	7	4	-3
51. COc1ccccc1NC(=S)N(Cc1ccco1)Cc1cc2cc(C)ccc2[nH]c1=O
    5	-15	2	3	0.6	4	-3	2	2	1
52. C/C(=N\NC(=O)c1nnn(-c2nonc2N)c1-c1ccc2c(c1)OCO2)c1cccs1
    -4	-4	2	2	-0.7	3	4	-6	4	-6
53. COc1ccc(Br)cc1C(=O)Nc1ccc(NC(=O)c2ccco2)cc1
    -2	-13	-2	5	-2.2	3	-11	-9	2	1
54. CCCC12CN3CC(C)(CN(C1)C3c1ccc(OC(C)C)cc1)C2=O (stereo unspecified)
    2	3	1	-8	0.9	3	-2	-6	1	3
55. Cc1ccsc1/C=C1\SC(=S)N(CC2CCCO2)C1=O (stereo unspecified)
    13	-6	-6	36*	-0.9	0	-1	-3	-1	0
56. CCOC(=O)c1cc(OC(=O)c2ccccc2)n(-c2ccccc2)n1
    2	-4	7	29	-0.8	3	13	-6	2	-2
57. CC(=O)c1c(C)[nH]c2ccccc2c1=O
    2	2	0	0	-1.9	-2	5	6	-1	-1
58. CCc1nnc(NC(=O)C2CSC3(C)CCC(=O)N23)s1 (stereo unspecified)
    5	-5	-2	-5	0.0	0	1	-7	-5	1

Only part of the results is shown; rates above refer to the full screens.
